ELG1 genotoxic = qHTS screen for small molecules that induce genotoxicity in human embryonic kidney (HEK293T) cells expressing luciferase-tagged ELG1. AID 504466, 2011. 330,000 compounds, 1.3% hits. Potency, µM (doses to about 46 µM), without a hit: at the top dose activity change, positive = activation, hits mostly activators. HEK293T ELG1-luciferase reporter, luminescence, 16 h; note: % of control where 0% means no effect; nearly all actives have a fitted effect of over 60% in size
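After overnight (16 hr) compound treatment at 37 °C, ELG1-luciferase HEK293T cells were lysed with ONE-Glo; luminescence quantified 30 min later at room temperature.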
Rab9 prom act = qHTS Assay for Rab9 Promoter Activators | Huh7 Rab9 promoter-luciferase reporter, luminescence, 24 h | Potency, µM (titrated, usually from 9.22 µM), inactives show at the top dose activation, negative = inhibition, actives largely listed as activators | 320,000 compounds, 2.8% hits | AID 485297, 2010; note: % of control where 0% means no effect; nearly all actives have a fitted effect of over 60% in size
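Rab9 promoter-driven luciferase in stably transfected Huh7 cells; 1500 cells/well rested 2 h, exposed to compound in DMSO for 24 h at 37 °C, 5% CO2. Luminescence read 10 min after adding luciferase reagent at ambient temperature.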
FLuc counter = qHTS profiling assay for firefly luciferase inhibitor/activator using purifed enzyme and Km concentrations of substrates (counterscreen for miR-21 project); AID 588342, 2011; 360,000 compounds, 6.9% hits; Potency, µM (series often up to 57.5 µM), inactives show at the highest dose activity change, negative = inhibition, actives largely listed as inhibitors; purified FLuc, Km substrates, luminescence inhibition;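 note: plate controls were vehicle for no effect and reference inhibitor for full effect; nearly all actives have a fitted effect of over 55% in size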
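Purified P. pyralis luciferase (10nM final) with 10uM D-luciferin and 10uM ATP (Km levels) in 50mM Tris acetate pH 7.5, 10mM Mg acetate, 0.01% Tween-20, 0.05% BSA; qHTS 6-point titration, ~60 µM downward; luminescence read.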
BRCA1 expr up = qHTS Assay to Identify Small Molecule Activators of BRCA1 Expression; MCF7-BRCA1-FFLuc reporter, luminescence, 48 h; response scale: scaled: vehicle 0%, 10 µM genistein 100%; 380,000 compounds, 1.1% hits; Potency, µM (titrated, usually from 46.1 µM), without a hit: at the top dose activation, hits mostly activators; note: nearly all actives have a fitted effect of over 80% in size; some results filed as inactive show a strong effect at the top dose
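Using MCF7 cells harboring a BRCA1 firefly luciferase reporter, plated 2 h before compound pinning, the screen measured luminescence after 48 h incubation. Responses were normalized to DMSO and 10 microM genistein, then fitted for concentration-effect.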
uPA generation = qHTS for Inhibitors of Cell Surface uPA Generation | Potency, µM (doses to about 38.3 µM), for the others: at the highest dose activity change, negative = inhibition, usual class: inhibitors | cell surface uPA generation assay, qHTS | AID 540303, 2011 | 330,000 compounds, 0.31% hits; active = well fitted inhibition curve with a large enough effect; inconclusive = small, poorly fitted or top-dose-only effect; inactive = no such curve, though single readings can be large or run the other way; tested in mouse RAW 264.7 cells; note: % is set by controls: 0 for no effect and ±100 for the full control effect; nearly all actives have a fitted effect of over 55% in size
MBNL1-CUG inh = qHTS Assay for Inhibitors of MBNL1-poly(CUG) RNA binding; TR-FRET MBNL1-His/biotin-(CUG)12 binding, 665/545 ratio; 280,000 compounds, 0.036% hits; Muscleblind-like protein 1 (Homo sapiens), Q9NR56; Potency, µM (highest dose often 57.5 µM), for the others: at the highest dose activity change, negative = inhibition, most hits filed as inhibitors; active = well fitted inhibition curve with a large enough effect in the signal ratio, with a control signal flat, not every such curve was filed as active; inconclusive = small, poorly fitted or top-dose-only effect, or effect the other way, or a change in a side signal; inactive = no such curve, though single readings can be large or run the other way; the % refers to the signal ratio; note: % is set by controls: 0 for no effect and ±100 for the full control effect
Target sequence (Q9NR56 whole entry, looked up): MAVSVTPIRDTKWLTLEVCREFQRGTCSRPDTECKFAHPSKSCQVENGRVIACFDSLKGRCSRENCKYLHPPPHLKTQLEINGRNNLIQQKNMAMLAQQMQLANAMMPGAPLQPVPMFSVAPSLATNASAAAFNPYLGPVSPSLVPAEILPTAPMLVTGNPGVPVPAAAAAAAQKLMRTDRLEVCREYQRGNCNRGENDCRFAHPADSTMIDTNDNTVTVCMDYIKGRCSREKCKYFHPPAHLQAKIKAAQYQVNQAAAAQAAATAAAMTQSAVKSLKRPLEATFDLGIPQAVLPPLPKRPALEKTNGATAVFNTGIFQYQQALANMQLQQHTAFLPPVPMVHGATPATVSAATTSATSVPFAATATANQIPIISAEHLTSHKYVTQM
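MBNL1-His + Biotin-(CUG)12, cpd titration 92 nM–58 uM; Tb anti-His Ab 0.055 ng/ul, SA-XL665 5 nM (final); 60 min RT; ratiometric 665/545 nm, Ex 340 nm; normalized to buffer and full-complex controls.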
Gal4-VP16 FLuc = VP16 counterscreen qHTS for inhibitors of ROR gamma transcriptional activity; Drosophila S2 Gal4-VP16 UAS-luciferase, luminescence, 20 h; Potency, µM (highest dose often 53.6 µM), inactives show at the highest dose activity, negative = inhibition, usual class: inhibitors; 310,000 compounds, 3.5% hits; AID 2546, 2010;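 note: Gal4-VP16 expression switched on by copper sulfate through the metallothionein promoter; % is set by controls: 0 for no effect and ±100 for the full control effect; nearly all actives have a fitted effect of over 50% in size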
CXXC DNA block = qHTS Fluorescence Polarization Assay for Inhibitors of MLL CXXC domain - DNA interaction | Potency, µM (doses to about 115 µM), without a hit: top-dose activity change, negative = inhibition, actives largely listed as inhibitors | Histone-lysine N-methyltransferase 2A (Homo sapiens), Q03164 | MLL-CXXC / FITC-HOXA9 DNA fluorescence polarization | 290,000 compounds, 0.037% hits; active = well fitted inhibition curve with a large enough effect in the polarisation, with a control signal flat, not every such curve was filed as active; inconclusive = small, poorly fitted or top-dose-only effect, or effect the other way, or a change in a side signal; inactive = no such curve, though single readings can be large or run the other way; the % refers to the polarisation
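Fluorescence polarization: 7 uM MLL-CXXC (stock) preincubated 5 min with compounds, then 50 nM fluorescein-HOX-A9 DNA (stock) added; 30 min ambient. Buffer 50 mM Tris-HCl pH 7.5, 50 mM NaCl, 1 mM DTT, 0.05% BSA.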
NPC1 prom act = qHTS Assay for NPC1 Promoter Activators; AID 485313, 2010; 320,000 compounds, 2.4% hits; Huh7 NPC1 promoter luciferase reporter, 24 h; Potency, µM (series often up to 9.22 µM), without a hit: at the highest dose activation, hits mostly activators;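 note: % of control where 0% means no effect; nearly all actives have a fitted effect of over 60% in size; reporter is driven by a mutant NPC1 promoter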
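Cells: Huh7 expressing luciferase under the NPC1 promoter, 1500/well. Seeded 2 h, compound added, incubated 24 h at 37 °C. Luciferase reagent, 10 min ambient, then luminescence.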
p53 reactivator = qHTS assay for re-activators of p53 using a Luc reporter; H1299 p53-A138V BP100-luciferase reporter, luminescence, 24 h; Potency, µM (highest dose often 92.2 µM), for inactives: top-dose activity change, positive = activation, actives largely listed as activators; 320,000 compounds, 0.063% hits; AID 504706, 2011; note: % of control where 0% means no effect; nearly all actives have a fitted effect of over 45% in size
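p53-null H1299 cells stably carrying temperature-sensitive p53-A138V and a BP100-luciferase reporter were pinned with compounds (4-point, 1:5 series) and held 24 hrs at 37 deg C. Luminescence was read 10 min after detection reagent.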
RORgamma inh = qHTS for inhibitors of ROR gamma transcriptional activity; Nuclear receptor ROR-gamma (Mus musculus), P51450; Drosophila S2 Gal4-RORgamma UAS-luciferase reporter, 20 h; Potency, µM (titrated, usually from 53.6 µM), for the others: at the top dose activity change, negative = inhibition, hits mostly inhibitors; 310,000 compounds, 5.4% hits; AID 2551, 2010; note: % is set by controls: 0 for no effect and ±100 for the full control effect; nearly all actives have a fitted effect of over 60% in size
Target sequence (P51450 whole entry, looked up, the tested form may be a part): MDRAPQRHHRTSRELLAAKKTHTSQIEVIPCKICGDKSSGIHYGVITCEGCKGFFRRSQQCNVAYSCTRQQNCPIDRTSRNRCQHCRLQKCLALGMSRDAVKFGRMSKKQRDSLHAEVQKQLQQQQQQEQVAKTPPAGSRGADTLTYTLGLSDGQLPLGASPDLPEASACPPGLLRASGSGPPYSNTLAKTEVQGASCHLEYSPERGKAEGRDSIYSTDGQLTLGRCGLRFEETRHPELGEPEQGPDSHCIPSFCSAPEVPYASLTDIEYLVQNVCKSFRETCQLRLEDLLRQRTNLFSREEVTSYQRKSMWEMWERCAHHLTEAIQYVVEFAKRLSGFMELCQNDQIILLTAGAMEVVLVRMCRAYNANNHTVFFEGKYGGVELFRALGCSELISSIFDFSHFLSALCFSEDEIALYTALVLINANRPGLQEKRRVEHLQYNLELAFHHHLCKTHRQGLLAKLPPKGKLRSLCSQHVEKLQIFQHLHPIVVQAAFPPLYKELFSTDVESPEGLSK
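Schneider cells (Drosophila), stable Gal4 DBD–ROR gamma + UAS-luc; 1 hr cmpd preincubation; Cu2+ induction 700 uM final; 20 hr ambient; luminescence.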
* hit, by the source's call; ? = inconclusive; nt = not tested or not shown; [ ] = dose if it differs, or a comment. Unless noted, calls come from the whole dose curve; as a rule, active = well fitted curve in the direction sought with a large enough effect; inconclusive = small, poorly fitted or top-dose-only effect, or another doubt; inactive = no such curve, though single readings can be large; an effect the other way counts as inactive or inconclusive. Potency is the fitted concentration of half-maximal effect. An excerpt; rates above refer to the full screens.

(1) CCOC(=O)CSc1nc2nc(C)cc(C)n2n1
(2) Cc1ccc(C)c(-n2c(-c3ccncc3)n[nH]c2=S)c1
(3) COc1ccc(O)c(C(=O)c2cc(C(=O)NCCc3ccccc3)c(=O)n(CCc3ccccc3)c2)c1
(4) Cc1cccc(N2CCN(C(=O)COc3ccc4c(C)cc(=O)oc4c3C)CC2)c1C
(5) O=C(CN1CCCCC1)NNC(=O)c1cccc(Br)c1
(6) Cc1ccccc1OCC(=O)NNC(=O)C1CCCCC1C(=O)O (configuration not stated)
(7) CCOc1cc(N2CCOCC2)c(OCC)cc1NCC(=O)N1CCN(Cc2ccccc2)CC1
(8) CCCn1nnnc1NCc1cc(Br)ccc1OC

entry no.	1	2	3	4	5	6	7	8
ELG1 genotoxic	-5%	0%	-2%	-5%	2%	-1%	-1%	4%
Rab9 prom act	2%	1%	-1%	-8%	-3%	5%	-4%	5%
FLuc counter	0%	-2%	-1%	-1%	1%	-5%	-2%	-16%
BRCA1 expr up	19%	0%	-27%	-38%	-8%	0%	0%	12%
uPA generation	-2%	2%	-8%	-2%	1%	4%	-5%	-3%
MBNL1-CUG inh	8%	-6%	?	0%	-4%	-18%[11.5 µM]	-5%	-19%
Gal4-VP16 FLuc	4%	-28%	-8%	0%	-1%	-10%	?	?
CXXC DNA block	6%	8%	-6%	3%	1%	8%	-12%	5%
NPC1 prom act	-5%	2%	-1%	-3%	-1%	2%	-1%	-6%
p53 reactivator	-5%	2%	1%	-5%	3%	4%	-3%	2%
RORgamma inh	7%	10µM*	23%	0%	-20%	-7%	-32%	5%

(9) O=C(NNC(=O)C1[C@H]2CCCC[C@@H]12)c1ccc(=O)oc1 (some centres not stated)
(10) Cc1ccc(C(C(=O)NCc2ccccc2)N(C(=O)c2csnn2)C2CC2)cc1 (configuration not stated)
(11) N/C(=N\N=C\c1cccc([N+](=O)[O-])c1)c1nonc1N
(12) O=C(Cn1c(=O)cnc2ccccc21)N1CCN(S(=O)(=O)c2ccc(F)cc2)CC1
(13) Cc1cc([N+](=O)[O-])ccc1NC(=O)C1CCCO1 (configuration not stated)
(14) CCCCOC(=O)c1ccc(NC(=O)c2ccoc2C)cc1
(15) CN(C)/C=C1/C=C(C=O)OC1=O
(16) NC(=S)N/N=C\c1c(OCc2ccccc2Cl)ccc2ccccc12

entry no.	9	10	11	12	13	14	15	16
ELG1 genotoxic	3%	-4%	?	-2%	-2%	21µM*	2%	-12%
Rab9 prom act	-11%	-5%	?	-3%	-9%	?	1%	-19%
FLuc counter	?	1%	?	1%	-6%	?	-4%	-20%
BRCA1 expr up	-5%	-8%	59%	42%	-35%	?	13%	-71%
uPA generation	-4%	1%	3%	-3%	0%	nt	-2%	-10%
MBNL1-CUG inh	nt	-6%	?	nt	47%[activator]	-5%	nt	nt
Gal4-VP16 FLuc	-3%	-4%	-2%	nt	-20%	1%	-10%	3.2µM*
CXXC DNA block	-2%	49%[activator]	2%	nt	-7%	9%	3%	9%
NPC1 prom act	-1%	5%	?	-4%	0%	21%	0%	-12%
p53 reactivator	0%	-4%	12%	-4%	21%	?	3%	-2%
RORgamma inh	3%	?	14%	nt	-2%	23%	5%	1.1µM*

The list goes on (three carried over from the part before).
(14) CCCCOC(=O)c1ccc(NC(=O)c2ccoc2C)cc1
(15) CN(C)/C=C1/C=C(C=O)OC1=O
(16) NC(=S)N/N=C\c1c(OCc2ccccc2Cl)ccc2ccccc12
(17) COc1ccccc1C(=O)NNC(=O)C(=O)Nc1ccc(C)c(Cl)c1
(18) O=C(Nc1nccs1)c1ccc(N2CCOCC2)c([N+](=O)[O-])c1
(19) CC(=O)N1CCc2cc(NS(=O)(=O)c3cccs3)ccc21
(20) CC(=O)Nc1ccc2nc(NC(=O)COc3ccc(C)cc3)sc2c1
(21) O=C1/C(=C/c2ccc(O)cc2)COc2ccccc21
(22) O=C(c1cc(-c2cccc(O)c2)on1)N1CCCCCC1
(23) O=C(CNc1cccc(C(F)(F)F)c1)N/N=C/C1CCCCC1
(24) CC(=O)Nc1ccc(NC(=O)C/C(C)=N/NC(=O)COc2cc(C)c(Br)cc2Br)cc1

entry no.	14	15	16	17	18	19	20	21	22	23	24
ELG1 genotoxic	21µM*	2%	-12%	0%	?	3%	7%	10µM*	13µM*	1%	1%
Rab9 prom act	?	1%	-19%	-1%	2.2µM*	-5%	16%	-2%	-1%	1%	9%
FLuc counter	?	-4%	-20%	-6%	12µM*	0%	-7%	0.76µM*	8.5µM*	4%	-5%
BRCA1 expr up	?	13%	-71%	-11%	?	9%	13%	0%	?	-28%	-27%
uPA generation	nt	-2%	-10%	3%	-14%	0%	1%	-2%	2%	6%	3%
MBNL1-CUG inh	-5%	nt	nt	4%	?	1%	32%[activator]	-1%	-3%	nt	-13%
Gal4-VP16 FLuc	1%	-10%	3.2µM*	-18%	?	-3%	-8%[10 µM]	?	4%	-4%	7%
CXXC DNA block	9%	3%	9%	18%	8%	-5%	-8%	24%	3%	-6%	0%
NPC1 prom act	21%	0%	-12%	-5%	1.8µM*	14%	13%	0%	?	-6%	-2%
p53 reactivator	?	3%	-2%	2%	7%	-5%	2%	40µM*	?	-1%	-3%
RORgamma inh	23%	5%	1.1µM*	?	?	36%	3%	?	-9%	-5%[10 µM]	5%

(25) COc1cc(NC(=O)CCCNC(=O)c2ccc(Cl)cc2)cc(OC)c1OC
(26) COc1ccc(S(=O)(=O)N2CCN(Cc3ccc4c(c3)OCO4)CC2)cc1F
(27) COC(=O)CSc1nnc(-c2ccco2)o1
(28) O=C1NCCN(Cc2ccoc2)C1CC(=O)N(Cc1ccccc1)CC1CCC1 (configuration not stated)
(29) C=C(C)CN1C(=O)c2ccccc2C1=O
(30) O=C(COC(=O)c1ccc(O)cc1)NCC1CCCO1 (configuration not stated)
(31) CCc1nn2c(=O)cc(CSCC(=O)Nc3ccccc3Cl)nc2s1
(32) Cc1ccc(NC(=O)CCC(=O)N/N=C/c2cc([N+](=O)[O-])ccc2O)cc1
(33) CC1CCN(C(=O)c2[nH]cnc2C(=O)NCCCCCNC(=O)OC(C)(C)C)CC1
(34) COc1ccc(CCNc2nc(C)cc(C)n2)cc1OC
(35) O=C(Cc1ccccc1)Nc1ccc(C(=O)Nc2ccccc2C(=O)O)cc1

entry no.	25	26	27	28	29	30	31	32	33	34	35
ELG1 genotoxic	2%	-4%	1%	0%	0%	0%	-1%	4%	-4%	0%	4%
Rab9 prom act	2%	0%	16%	-2%	-2%	-10%	4%	-2%	2%	2%	-3%
FLuc counter	-1%	-1%	-5%	0%	-1%	5%	3%	3%	1%	1%	-1%
BRCA1 expr up	0%	-18%	1%	0%	0%	0%	-2%	-77%	0%	14%	20%
uPA generation	-4%	2%	-1%	0%	11%	7%	1%	-11%	5%	1%	-6%
MBNL1-CUG inh	-9%	-15%	-5%	14%	4%	4%	-1%	18%	nt	1%	0%
Gal4-VP16 FLuc	-2%	6%	4%	2%	11%	14%	3%	14µM*	nt	0%	5%
CXXC DNA block	9%	-1%	-6%	1%	1%	-3%	-5%	0%	nt	-6%	9%
NPC1 prom act	-1%	1%	5%	-4%	0%	1%	-4%	-2%	-2%	-2%	2%
p53 reactivator	2%	-2%	-4%	-3%	-3%	1%	2%	24%	10%	-9%	2%
RORgamma inh	-26%	21%	-5%	23%	6%	8%	-15%	13µM*	nt	25%	-4%

Compound activity deposited in PubChem by National Center for Advancing Translational Sciences (NCATS).
